GPR55 LPI antagonism = GPR55 antagonists blocking LPI-driven arrestin recruitment, primary screen, imaging, U2OS, beta-arrestin-GFP, LPI agonist (AID 2013); U2OS GPR55 beta-arrestin-GFP translocation imaging, LPI antagonism; higher % means a stronger effect; one-dose inhibition, % at 10 µM; IC50 in µM for titrated hits; 0.13% of 290,000 active;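 active = spots per cell inhibited over 60%, with over 100 cells counted and total cytoplasm intensity under 500,000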;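 also: U2OS cells stably carrying GPR55 and arrestin-GFP stimulated by 5 µM LPI near EC80; imaged beta-arrestin-GFP aggregate spots per cell after agonist stimulation; plate controls were LPI-stimulated DMSO wells for no effect and DMSO wells without LPI for full effect; some results filed as inactive read as strong as hits; confirmed hits need IC50 under 10 µM and bright autofluorescent wells are also inconclusive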
KOR beta-arrestin-1 = kappa opioid receptor activators – cell-based, luminescence, uHTS, primary screen (AID 1777). one-dose activation, % at 10 µM; EC50 in µM for titrated hits. 0.02% of 280,000 active. KOR beta-arrestin recruitment, luminescence; higher % means a stronger effect; in the data active = activation above about 50%, passing the limit was not always enough; also: a part of the inactive calls stands beside numbers as strong as those of hits
HEK293 NOD2/NF-kB = inhibition of NOD2-driven NF-kB reporter – cell-based, luminescence, uHTS, HEK293 (AID 1566) | HEK293 NOD2/NF-kB luciferase reporter, luminescence; higher % means a stronger effect | inhibition, % at 4 µM, or EC50 in µM where a hit was titrated | 0.63% of 290,000 active; also: many of its hits are not listed in these tables
KOR beta-arrestin-2 = kappa opioid receptor blockers – cell-based, luminescence, uHTS (AID 1778) | 0.091% of 290,000 active | KOR beta-arrestin recruitment, luminescence, antagonist mode; higher % means a stronger effect | one-dose inhibition, % at 10 µM; IC50 in µM for titrated hits; also: strong numbers were not always called active
GPR55 activation = selective activators of receptor GPR55 – imaging, U2OS cells, beta-arrestin-GFP redistribution, primary screen (AID 1961). U2OS GPR55 beta-arrestin-GFP redistribution imaging; higher % means a stronger effect. one-dose activation, % at 10 µM; EC50 in µM for titrated hits. 0.048% of 290,000 active;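 active = activation above 40% with more than 50 cells counted in the well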;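 also: U2OS osteosarcoma cells stably expressing GPR55 and beta-arrestin-GFP; plate controls were DMSO negative control for no effect and LPI positive control for full effect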
NOD1 NF-kB reporter = inhibition of NOD1-driven NF-kB reporter – cell-based, luminescence, uHTS, primary screen (AID 1578) | NOD1-driven NF-kB luciferase reporter cells, luminescence; higher % means a stronger effect | 1% of 290,000 active | inhibition, % at 4 µM, or EC50 in µM where a hit was titrated; in the data active = inhibition mostly above about 36%, no sharp cut-off; inactive = mostly below about 34%;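 also: HEK-293T reporter cells stimulated with the NOD1 agonist gamma-tri-DAP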
Myeloid diff 2 = compounds promoting myeloid differentiation. calls only at 10 µM. 1% of 360,000 active. ER-HoxA9 myeloid progenitors, lysozyme-GFP differentiation, flow cytometry;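 active = normalized GFP-positive differentiation at or above the plate's own cutoff, the solvent-only control mean plus 3 SD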;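 also: cells exposed to compound for four days before flow analysis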
NTR1 ag = agonists of NTR1, primary screen, imaging, U2OS cells, beta-arrestin-GFP, high content (AID 493036). NTR1-U2OS beta-arrestin-GFP spot imaging, agonist mode. activation, % at 20 µM. P30989. 0.17% of 330,000 active;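 active = activation at or above 40% of the spot to cytoplasm intensity ratio, with at least 20 cells analyzed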;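 also: 0% = DMSO without peptide and 100% = 100 nM NTR1 peptide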
Target sequence (P30989 whole entry, looked up): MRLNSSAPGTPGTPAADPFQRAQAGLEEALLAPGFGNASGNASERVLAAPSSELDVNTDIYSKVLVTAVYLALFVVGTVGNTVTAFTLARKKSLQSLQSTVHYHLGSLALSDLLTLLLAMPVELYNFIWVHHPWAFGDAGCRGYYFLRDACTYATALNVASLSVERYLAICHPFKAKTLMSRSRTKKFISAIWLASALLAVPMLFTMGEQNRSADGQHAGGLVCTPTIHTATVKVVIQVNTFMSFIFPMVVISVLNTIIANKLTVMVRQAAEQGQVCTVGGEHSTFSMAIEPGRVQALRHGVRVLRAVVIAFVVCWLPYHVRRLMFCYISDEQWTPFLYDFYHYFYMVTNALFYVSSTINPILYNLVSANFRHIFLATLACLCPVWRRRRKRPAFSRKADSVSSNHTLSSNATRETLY
T cell HTS = T cell immune modulators affecting CD8 T cell-vesicle binding. 0.068% of 330,000 active. 2C CD8+ T cell-vesicle binding, flow cytometry; stronger effect = lower value. calls only at 7 µM;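 active = response, share of CD8 T cells binding vesicles, and their 90th percentile fluorescence all below set limits, cut at about 80% in these data, passing the limit was not always enough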
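Incubation: binding step 1.5 h, 37 °C, antibody labelling 20 min, ice; system: murine 2C transgenic CD8+ T lymphocytes; technique: cytometric PE anti-B7-1 and Alexa647 anti-CD8 signals after 1% paraformaldehyde fixation; also added: QL9-charged Drosophila Ld/ICAM-1/B7-1 vesicles; control set: naked versus QL9-loaded vesicles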
T cell HTS vesicle-bound % = also measured in T cell HTS; calls as there; double positive events, %; measured here: CD8+ vesicle-bound cell fraction;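 binding gate set so that unloaded-vesicle control wells show 10% double positive cells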
NTR1 ag cell count 20 µM = recorded beside NTR1 ag, whose call it bears; cell count; measured here: cell count, cytotoxicity flag
Myeloid diff 2 GFP+ MAC1+ % = also measured in Myeloid diff 2; calls as there; GFP+ MAC1+ double positive, %; measured here: differentiation confirmed by MAC1 staining
Active calls of the source: *; i = inactive; . = no result given; [ ] = another dose, or the depositor's remark. Rule as the data show it, unless noted: active = inhibition above about 50%; inactive = the rest. Only part of the results is shown; count on the stated rates, not on these rows.

Start of the listing, in advance (2 entries):
Structure	NTR1 ag cell count 20 µM	Myeloid diff 2	KOR beta-arrestin-2	HEK293 NOD2/NF-kB	KOR beta-arrestin-1	GPR55 activation	NTR1 ag	NOD1 NF-kB reporter	GPR55 LPI antagonism	T cell HTS	T cell HTS vesicle-bound %	Myeloid diff 2 GFP+ MAC1+ %
Cc1cc(Cl)nc2c(C(C)C)cccc12	95	i	10%	16%	-1.3%	0.2%	-1.0	-16%	8%	i	43	0.3
Cc1cc(C)n2c(SCC#N)nnc2n1	42	i	-46%	9%	5.1%	0.3%	-0.2	-6%	-7%	i	10	1.7

Results, repeating the preview:
Structure	NTR1 ag cell count 20 µM	Myeloid diff 2	KOR beta-arrestin-2	HEK293 NOD2/NF-kB	KOR beta-arrestin-1	GPR55 activation	NTR1 ag	NOD1 NF-kB reporter	GPR55 LPI antagonism	T cell HTS	T cell HTS vesicle-bound %	Myeloid diff 2 GFP+ MAC1+ %
Cc1cc(Cl)nc2c(C(C)C)cccc12	95	i	10%	16%	-1.3%	0.2%	-1.0	-16%	8%	i	43	0.3
Cc1cc(C)n2c(SCC#N)nnc2n1	42	i	-46%	9%	5.1%	0.3%	-0.2	-6%	-7%	i	10	1.7
Cc1cc(C)nc(NC2=NCCN2C(=O)NC2CCCCC2)n1	65	i	23%	-5%	2.3%	0.2%	1.0	-11%	16%	i	54	0.7
CCOc1cnn(Cc2ccccc2)c(=O)c1SCc1ccccc1	66	i	-6%	-3%	-3.2%	-0.4%	2.8	-17%	-10%	i	34	0.3
Cc1c(C(=O)NCCC2=CCCCC2)cccc1[N+](=O)[O-]	29	i	-18%	-48%	8.2%	-0.1%	0.0	-63%	33%	i	42	0.5
CC1CCCC/C1=N\Nc1ccc(S(N)(=O)=O)cc1[N+](=O)[O-] (stereo unspecified)	62	i	-10%	-12%	4.8%	-0.3%	7.7	-17%	-4%	i	9	0.5
COC(=O)C1=C(C(=O)OC)[C@@H]2N(C)c3ccc(OC)cc3[C@@]23C[C@@H](C(=O)OC)N=C3N1	66	i	7%	26%	4.8%	0.6%	-1.2	3%	-2%	i	35	0.6
COc1ccccc1NC1=NC2(CCCC2)N=C(N)N1	62	i	7%	-8%	-0.6%	0.5%	-0.2	-6%	4%	i	60	1.3
Cn1nc(C(F)(F)F)c2cc(C(=O)Nc3ccc(F)cc3)sc21	60	i	-23%	5%	1.1%	0.2%	0.1	1%	-8%	i	53	0.3
CCC(=O)N(Cc1ccco1)c1nc(-c2ccccc2)cs1	73	i	14%	-4%	1.3%	0.3%	-1.0	-22%	14%	i	16	0.9
Clc1ccc(SCCCN2CCCCC2)cc1	65	i	-11%	2%	-0.8%	0.0%	1.6	-6%	-1%	i	50	0.9
Cc1ccc(-n2cnc(N)c2C(=O)c2cccc([N+](=O)[O-])c2)cc1	40	i	7%	7%	0.3%	0.0%	-0.2	5%	0%	i	22	0.5
O=C(NCCCO)C(=O)NCCc1ccc(Cl)cc1	78	i	.	17%	-4.3%	0.5%	-0.4	-13%	-2%	i	51	0.2
CCCC(=O)Nc1ccc(NC(=O)c2ccccn2)cn1	85	i	4%	-51%	2.5%	0.5%	-4.5	-24%	8%	i	47	0.9
N#Cc1sc2nc(-c3cccs3)cc(-c3ccccc3)c2c1N	63	i	-34%	5%	3.7%	0.2%	8.6	-13%	-21%	i	39	0.4
O=C(Nc1cnn(Cc2ccc(Cl)cc2)c1)c1cnccn1	72	i	-16%	2%	-2.6%	-0.1%	1.0	-32%	-14%	i	48	1.4
O=C(Nc1ccc(C(=O)N2CCCCC2)cc1)c1ccccc1Cl	56	i	25%	2%	2.9%	0.2%	1.2	-32%	15%	i	39	0.6
COc1cc2c(C(=O)N3CCOCC3)c(CSc3ccccc3)n(C)c2cc1Br	79	i	-16%	-10%	-1.4%	-0.3%	6.1	-20%	9%	i	24	0.7
O=S(=O)(c1ccccc1)N1N=C(c2ccccc2)CC1c1ccccc1 (stereo unspecified)	30	i	9%	15%	-2.1%	-0.3%	3.7	9%	-11%	i	34	0.6
Cc1cc(C)n2cc(CSc3nncn3C)nc2n1	33	i	-9%	4%	-4.8%	0.0%	0.2	-13%	-4%	i	41	0.1
COc1ccccc1CNC(=O)CCCC(=O)n1nc(C)c2ccccc21	54	i	-63%	-4%	4.5%	-0.2%	0.0	-15%	-23%	i	34	0.4
OCCCNCc1cccc2ccccc12	62	i	-4%	-14%	4.3%	-0.2%	0.0	1%	-31%	i	31	0.9
COCC1CCCN(Cc2nc(-c3ccc4c(c3)OCO4)no2)C1 (stereo unspecified)	65	i	-23%	-36%	-5.3%	-0.3%	-0.7	-52%	14%	i	10	0.3
CC(=O)N1CCCc2cc(S(=O)(=O)N3CCCC(C(=O)NCc4ccc(Cl)cc4)C3)ccc21 (stereo unspecified)	41	i	-1%	25%	-2.1%	0.2%	-0.2	-22%	-8%	i	20	7.7
COc1ccc(/C=C/CN2CCC(Oc3ccc(C(=O)N4CCCCC4)cc3)CC2)cc1	68	i	-16%	-3%	2.3%	0.2%	-0.1	-48%	18%	i	19	0.4
CCOc1ccccc1N1CC(C(=O)NCCc2ccc(S(N)(=O)=O)cc2)CC1=O (stereo unspecified)	96	i	-3%	-8%	.	0.0%	-1.7	3%	0%	i	20	1.1
COc1ccc(NC(=O)CSCC(=O)Nc2cc(Cl)ccc2N2CCCC2)cc1	63	i	-15%	10%	7.9%	-0.1%	2.7	36%	-20%	i	26	1.0
CC(=O)c1c(C)[nH]c(=S)c(C#N)c1-c1ccc(Cl)cc1	44	i	27%	5%	0.5%	-0.6%	-1.1	-15%	8%	i	30	0.1
O=C(NCc1ccc(F)cc1)C1CCN(S(=O)(=O)N2CCCC2)CC1	35	i	8%	10%	-2.3%	0.2%	2.4	-13%	10%	i	20	0.2
COc1ccccc1C(=O)C1CCCN(C(=O)c2ccc3c(c2)OCCO3)C1 (stereo unspecified)	62	i	0%[20 µM]	-2%	.	-0.1%	-1.9	-25%	7%	i	33	0.4
CC(C)c1ccc(Oc2cccc(C(=O)/C(C#N)=C/N(C)C)c2)cc1	54	i	-22%	6%	-3.1%	-0.2%	1.1	41%	3%	i	35	0.3
O=C(Nc1ccc(Oc2ccc3ccccc3c2)cc1)c1ccco1	79	i	13%	14%	0.6%	-0.1%	0.3	50%	-10%	i	35	0.8
COc1ccc(Cl)cc1NC(=O)c1nnn(CC(=O)Nc2ccc(C)c(C)c2)c1N	66	i	-43%	3%	1.2%	-0.1%	0.4	-20%	-4%	i	20	5.4
Cc1cc(NC(=O)CCCN2C(=O)/C(=C\c3cccs3)SC2=S)no1	64	i	8%	-17%	65%	-0.2%	1.5	-24%	5%	i	0	1.2
CCS(=O)(=O)NCc1cn2ccsc2n1	44	i	6%	-3%	-1.0%	0.0%	-0.1	13%	20%	i	45	1.1
O=C(Cc1ccccc1F)Nc1nc(-c2ccc(F)cc2)cs1	38	i	-12%	-1%	-1.7%	0.2%	14	-59%	7%	i	30	0.4
Cc1ccc(CC2C(=O)N(c3cc(C)ccc3C)C(=O)C2C)cc1 (stereo unspecified)	70	i	-27%[20 µM]	-8%	-2.5%	0.5%	0.9	-34%	-1%	i	25	0.3
COC(=O)CN(C#N)c1nc(SC)nc(N(C)C)n1	63	i	-24%	2%	3.4%	-0.1%	0.1	2%	-8%	i	10	5.6
CCOC(=O)Cc1csc(NC(=O)CSc2nnc(C3CC3)n2C)n1	104	i	12%	4%	-5.2%	-0.3%	-2.5	-1%	-2%	i	15	1.7
COc1ccc(C2CC(=O)C(C=NCCN3CCN(C(C)=O)CC3)=C(O)C2)cc1OC (stereo unspecified)	.	.	10%	10%	2.3%	-0.1%	.	-4%	7%	.	.	.
NC(=O)CC(NC(=O)c1ccccc1)c1ccc(NCCc2ccc(F)cc2)c([N+](=O)[O-])c1 (stereo unspecified)	64	i	46%	7%	-4.2%	-0.1%	24	1%	6%	i	57	1.8
CCc1nnc(NS(=O)(=O)c2ccc(NCc3cc(Cl)cc(Cl)c3O)cc2)s1	56	i	31%	31%	-2.4%	-0.1%	1.0	1%	10%	i	32	0.9
Cc1ccc(OCC(=O)OCC(=O)c2cccc([N+](=O)[O-])c2)cc1C	60	i	-11%	-5%	-3.8%	0.2%	-0.4	-16%	-5%	i	9	0.8
C=Cn1cc[n+](CC(=O)c2ccc(Cl)c(Cl)c2)c1	64	i	0%[20 µM]	4%	-4.1%	-0.2%	0.9	-26%	-13%	i	44	1.1
CCOC(=O)CNC(=O)Nc1nnc(-c2ccc(OCC)cc2)o1	78	i	-19%	-3%	3.1%	-0.6%	-0.5	-5%	0%	i	31	1.3

Whole records, quoted from the list. Screens in order: NTR1 ag cell count 20 µM	Myeloid diff 2	KOR beta-arrestin-2	HEK293 NOD2/NF-kB	KOR beta-arrestin-1	GPR55 activation	NTR1 ag	NOD1 NF-kB reporter	GPR55 LPI antagonism	T cell HTS	T cell HTS vesicle-bound %	Myeloid diff 2 GFP+ MAC1+ %
Cc1cc(Cl)nc2c(C(C)C)cccc12 in the list: 95	i	10%	16%	-1.3%	0.2%	-1.0	-16%	8%	i	43	0.3
Cc1cc(C)n2c(SCC#N)nnc2n1 in the list: 42	i	-46%	9%	5.1%	0.3%	-0.2	-6%	-7%	i	10	1.7
